Screening results as filed in PubChem.
PPARg SRC-2 ag: agonists of PPARg-SRC-2 recruitment, primary screen, biochemical, HTS; PPARgamma LBD-SRC-2 recruitment; activation, % at 8 µM; 0.34% of 200,000 active; AID 1032, 2008; in the data active = activation above about 22%;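 also: 0% = vehicle and 100% = reference agonist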
Target sequence (P37231 whole entry, looked up, the tested form may be a part): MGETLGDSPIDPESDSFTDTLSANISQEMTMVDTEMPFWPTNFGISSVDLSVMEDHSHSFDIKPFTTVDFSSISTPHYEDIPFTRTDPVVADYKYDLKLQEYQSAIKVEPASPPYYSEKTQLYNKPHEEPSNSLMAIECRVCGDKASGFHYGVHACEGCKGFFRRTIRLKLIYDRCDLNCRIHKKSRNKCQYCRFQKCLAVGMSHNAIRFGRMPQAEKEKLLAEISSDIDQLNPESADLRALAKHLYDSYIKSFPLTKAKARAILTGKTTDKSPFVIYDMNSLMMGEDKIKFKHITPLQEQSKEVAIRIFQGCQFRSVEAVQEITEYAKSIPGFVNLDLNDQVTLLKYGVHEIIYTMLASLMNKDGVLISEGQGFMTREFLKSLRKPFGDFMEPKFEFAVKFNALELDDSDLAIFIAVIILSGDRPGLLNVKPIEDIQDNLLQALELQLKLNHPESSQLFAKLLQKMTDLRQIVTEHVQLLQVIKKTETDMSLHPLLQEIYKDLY
PPARg SRC1 recr: PPARgamma agonists recruiting SRC-1 coactivator, primary screen, biochemical; Peroxisome proliferator-activated receptor gamma (Homo sapiens), P37231; PPARgamma-SRC-1 coactivator recruitment biochemical assay; activation, % at 8 µM; 0.41% of 200,000 active; AID 631, 2007; in the data active = activation above about 19%;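 also: 0% = DMSO and 100% = reference agonist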
L major viab: Leishmania major promastigote growth inhibition, primary screen. AID 1063, 2008. Leishmania major promastigotes, resazurin fluorescence viability. 9% of 200,000 active. inhibition, % at 10 µM; in the data active = inhibition above about 50%;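 also: promastigotes grown with compound for 44 hours at 28 °C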
S1P3 antagonist: S1P3 receptor antagonists, primary screen, cell-based; Sphingosine 1-phosphate receptor 3 (Homo sapiens), Q99500; inhibition, % at 4.98 µM; 0.27% of 170,000 active; CHO S1P3 NFAT-BLA reporter, FRET fluorescence, antagonist mode;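 active = inhibition above the plate cutoff, the mean inhibition of test wells on that plate plus 3 SD, cut at about 28% in these data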;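 also: cells challenged with S1P at its EC80 of 0.8 µM; blue over green emission ratio from cleaved BLA substrate after 4 h stimulation; 0% = S1P-stimulated wells and 100% = unstimulated DMSO-only wells; some compounds past the cut are filed as inactive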
Target sequence (Q99500 whole entry, looked up): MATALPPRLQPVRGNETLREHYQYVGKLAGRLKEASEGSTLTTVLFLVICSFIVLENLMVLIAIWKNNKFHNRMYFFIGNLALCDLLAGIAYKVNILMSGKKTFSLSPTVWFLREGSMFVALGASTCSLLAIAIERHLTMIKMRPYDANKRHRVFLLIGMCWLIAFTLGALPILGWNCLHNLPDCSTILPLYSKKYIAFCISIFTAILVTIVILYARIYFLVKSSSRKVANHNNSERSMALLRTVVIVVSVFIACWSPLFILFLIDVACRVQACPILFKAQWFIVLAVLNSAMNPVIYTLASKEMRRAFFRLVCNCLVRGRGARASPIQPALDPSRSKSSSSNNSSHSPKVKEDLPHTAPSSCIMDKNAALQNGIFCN
TLR4-MyD88 BLA: inhibitors of TLR4-MyD88 association in cells, primary screen, cell-based, HeLa CL3-4, BLA complementation, FRET ratio. HeLa CL3-4 TLR4/MyD88 BLA complementation. inhibition, % at 8.4 µM. 0.18% of 200,000 active. AID 861, 2007; in the data active = inhibition above about 25%;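 also: 0% = vehicle and 100% = reference inhibitor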
bIAP activator: bovine intestinal alkaline phosphatase activators, primary screen, biochemical, bovine IAP, CDP-star luminescence; alkaline phosphatase, intestinal [Bos taurus]; AID 1016, 2008; 0.17% of 200,000 active; purified bovine IAP, 30 min; stronger effect = higher value; fold of DMSO-control signal, blank-subtracted; activation factor at 20 µM;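 active = activation factor of 2 or more at 20 µM, a signal rise over negative controls twice the positive control's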
SRC2 TRFRET art: TR-FRET signal artefacts, primary screen, artefact control for PPARgamma SRC-2 agonist project, biochemical; TR-FRET artefact counter-screen; stronger effect = higher value; AID 1049, 2008; 0.4% of 200,000 active; TR-FRET ratio at 8 µM; in the data active = TR-FRET ratio above about 2000; also: inactives centre near 1500
ROMK mod: ROMK potassium channel modulators, primary screen, cell-based, thallium flux, MLSMR library; Tet-inducible ROMK, thallium flux fluorescence; actives lie on both sides; ATP-sensitive inward rectifier potassium channel 1 (Homo sapiens), P48048; 2% of 130,000 active; B-score at 10 µM; AID 1918, 2009;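 active = signal ratio slope over the read window, or its plate-corrected B-score, at least 3 SD from the plate mean, either direction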;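 also: B-score of the F/F0 ratio slope over 7 to 12 s after thallium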
DTT redox prof: compounds producing H2O2 with reducing agent – biochemical, NIH compound library profiling, artefact control for MLSCN library redox annotation, primary screen; DTT-dependent redox cycling H2O2, phenol red/HRP absorbance; 100% = 100 µM peroxide control, 0% = buffer; activation, % at 10 µM; 0.03% of 200,000 active;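 active = activation of at least 50% relative to the plate's high and low controls in the primary single-dose screen; inactive = activation below 50%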;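 also: compound incubated with DTT at 0.8 mM final as the reducing agent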
PPARg SRC3 recr: PPARgamma agonists recruiting SRC-3 coactivator, primary screen, biochemical | activation, % at 8 µM | 0.26% of 200,000 active | biochemical PPARgamma/SRC-3 coactivator recruitment assay | Peroxisome proliferator-activated receptor gamma (Homo sapiens), P37231; in the data active = activation above about 23%;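 also: 0% = DMSO and 100% = reference agonist; some compounds past the cut are filed as inactive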
bIAP inh: bovine intestinal alkaline phosphatase inhibitors, primary screen, selectivity assay for TNAP inhibitor project, biochemical, bovine IAP, CDP-star luminescence. alkaline phosphatase, intestinal [Bos taurus]. purified bovine IAP, 30 min. inhibition, % at 20 µM. 190,000 tested, under 10 active. AID 1019, 2008;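 active = over 50% inhibition of intestinal alkaline phosphatase at 20 µM in the single-dose screen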
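test system = bovine IAP enzyme | medium = DEA buffer 100 mM, pH 9.8, with MgCl2 1.0 mM, ZnCl2 0.02 mM | detection = luminescence | dosing = single compound dose of 20 µM, 2% DMSO final | incubation = 30 min reaction at room temperature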
* marks the source's active call; other numbers are inactive results; . = not tested or not shown. Rows are unselected, and some 11% of all compounds hit somewhere here.

SMILES	PPARg SRC-2 ag	PPARg SRC1 recr	L major viab	S1P3 antagonist	TLR4-MyD88 BLA	bIAP activator	SRC2 TRFRET art	ROMK mod	DTT redox prof	PPARg SRC3 recr	bIAP inh
O=C(Nc1ccc(O)cc1)C1CCCN1S(=O)(=O)c1ccc(F)cc1 (stereo not given)	-7	3	-6	6	4	0.9	1481	.	0.1	-3	9
COC(=O)c1sc2cc([N+](=O)[O-])cc(SCC(C)C)c2c1N	7	-4	-6	7	-10	0.8	1576	0.0039	0.6	0	18
Oc1cccc(/C=N/NC(=S)NCCN2CCOCC2)c1O	-2	0	15	0	2	1.5	1453	-0.57	-0.7	-1	-48
CCCN(CCC)C(=S)NC(=O)c1ccc(-c2ccccc2)cc1	2	10	3	.	10	1.1	1576	.	-0.6	-10	-6
O=C(OCc1cc2ccccc2[nH]c1=O)c1cccnc1	3	4	0	-27	4	0.9	1564	0.26	-0.1	10	7
CCOC(=O)/C=c1\s/c(=C\c2sccc2C)c(=O)n1CC(=O)NCc1ccc(C)cc1	0	-7	-7	-7	4	1	1419	-0.69	-0.4	-3	-2
Cc1ccc(OCCCC(=O)Nc2ccc(S(=O)(=O)Nc3ccccn3)cc2)cc1	-5	4	2	8	2	1.1	1610	-0.33	-0.3	3	-8
CSC(=O)NC12CC3CC(CC(C)(C3)C1)C2	2	-6	9	-5	-35	0.8	1614	0.077	-4.0	4	22
Cc1noc(NS(=O)(=O)c2ccc(NC(=O)CSc3nnc4c(n3)[nH]c3ccccc34)cc2)c1C	-10	1	57*	-6	1	0.9	1465	.	0.1	1	6
c1ccc2c(c1)CCN(c1nc3ccccc3n3cnnc13)C2	10	5	0	-14	7	1.1	1685	.	-1.6	11	-6

Nine of these compounds, set out differently.
Every second line gives: PPARg SRC-2 ag, PPARg SRC1 recr, L major viab, S1P3 antagonist, TLR4-MyD88 BLA, bIAP activator, SRC2 TRFRET art, ROMK mod, DTT redox prof, PPARg SRC3 recr, bIAP inh
COC(=O)c1sc2cc([N+](=O)[O-])cc(SCC(C)C)c2c1N
  7, -4, -6, 7, -10, 0.8, 1576, 0.0039, 0.6, 0, 18
Oc1cccc(/C=N/NC(=S)NCCN2CCOCC2)c1O
  -2, 0, 15, 0, 2, 1.5, 1453, -0.57, -0.7, -1, -48
CCCN(CCC)C(=S)NC(=O)c1ccc(-c2ccccc2)cc1
  2, 10, 3, ., 10, 1.1, 1576, ., -0.6, -10, -6
O=C(OCc1cc2ccccc2[nH]c1=O)c1cccnc1
  3, 4, 0, -27, 4, 0.9, 1564, 0.26, -0.1, 10, 7
CCOC(=O)/C=c1\s/c(=C\c2sccc2C)c(=O)n1CC(=O)NCc1ccc(C)cc1
  0, -7, -7, -7, 4, 1, 1419, -0.69, -0.4, -3, -2
Cc1ccc(OCCCC(=O)Nc2ccc(S(=O)(=O)Nc3ccccn3)cc2)cc1
  -5, 4, 2, 8, 2, 1.1, 1610, -0.33, -0.3, 3, -8
CSC(=O)NC12CC3CC(CC(C)(C3)C1)C2
  2, -6, 9, -5, -35, 0.8, 1614, 0.077, -4.0, 4, 22
Cc1noc(NS(=O)(=O)c2ccc(NC(=O)CSc3nnc4c(n3)[nH]c3ccccc34)cc2)c1C
  -10, 1, 57*, -6, 1, 0.9, 1465, ., 0.1, 1, 6
c1ccc2c(c1)CCN(c1nc3ccccc3n3cnnc13)C2
  10, 5, 0, -14, 7, 1.1, 1685, ., -1.6, 11, -6

(further entries)
SMILES	PPARg SRC-2 ag	PPARg SRC1 recr	L major viab	S1P3 antagonist	TLR4-MyD88 BLA	bIAP activator	SRC2 TRFRET art	ROMK mod	DTT redox prof	PPARg SRC3 recr	bIAP inh
COc1ccccc1-c1ccc(SCc2ccc(C)cc2)nn1	1	9	-3	3	-4	1	1615	-1.3	-0.1	5	4
COC1CCN(C(=O)CC2C(=O)NCCN2CC2CCCCC2)CC1 (stereo not given)	6	12	-5	-1	4	0.9	1610	-0.17	-1.1	2	8
CC(C)n1c(O)c(N=Nc2ccccn2)c2ccccc21	-2	1	57*	-15	-5	1.1	1605	-0.97	1.9	1	-8
CC(C)CN1C(=O)/C(=C(/C#N)C(=O)NC2CCCCC2)c2ccccc21	5	0	97*	9	-4	1.2	1469	-0.39	0.7	13	-21
CC(C)C(C)(C#N)NC(=O)CSc1nc2scc(-c3ccc(F)cc3)c2c(=O)n1Cc1ccccc1 (stereo not given)	-5	1	35	-4	2	0.7	2522*	.	0.7	6	26
CCCCNC(=S)NNC(=O)c1csc(C(C)C)c1	-10	-6	-5	.	-8	0.9	1500	.	3.3	-4	7
Cc1cccc(NC(=O)CSc2nc3ccccc3c3nc(CCc4c(C)n[nH]c4C)nn23)c1	0	4	19	.	2	1	1442	.	0.9	7	-3
O=C(O)c1cc(-c2ccncc2)nc2ccc(F)cc12	5	-4	-4	-4	0	1	1567	0.4	-1.1	-2	-2
CCCCNC(=O)COC(=O)c1ccc(SC)cc1OC	7	0	1	-2	0	1	1555	0.12	0.1	2	3
COc1ccc2nc(SCC(=O)Nc3c(C)cc(C)cc3C)[nH]c2c1	10	-6	10	.	1	1.2	1636	.	3.9	1	-15
O=CNc1ccc(S(=O)(=O)NCc2ccccc2)cc1	-3	-8	1	.	-6	0.8	1226	-0.3	0.1	-5	18
CCOc1ccc(S(=O)(=O)Nc2cccnc2)cc1	-3	-9	-5	-6	5	0.9	1431	.	-0.6	0	7
CN1C(=S)SC(/[N+]([O-])=C\c2ccc(Cl)cc2)C1(C)C (stereo not given)	0	9	9	.	-4	0.9	1642	.	2.6	-5	10
CCOC(=O)Cn1c(C)nc2c(C(=O)OCC)sc(C)c2c1=O	5	7	-2	7	-6	1	1632	0.13	4.3	7	-2
COc1cccc(OC)c1C(=O)N1CCN(Cc2ccc3c(c2)OCO3)CC1	-1	6	4	-3	14	1.1	1485	0.051	-0.3	1	-9
Cc1cccc(CC2SC(N3CCN(c4ccccc4)CC3)=NC2=O)c1 (stereo not given)	10	1	-6	-3	4	0.9	1543	0.22	-0.1	3	10
CCOC(=O)CC1C(=O)NCCN1S(=O)(=O)c1ccc(Cl)cc1 (stereo not given)	1	-7	0	.	3	1	1490	.	2.7	-10	-2
Cc1sc(NC(=O)c2ccccc2)c(C(=O)N2CCN(C)CC2)c1C	2	-7	4	.	5	1	1340	-0.86	1.0	5	3
CCCCn1c(=S)[nH]c2c(oc3ccc(Cl)cc32)c1=O	17	22*	4	.	1	1	1792	4.8*	0.6	18	1
CC(=O)N1c2c(ccc3ccccc23)C(C)CC12CCCCC2 (stereo not given)	8	3	0	.	-7	0.9	1525	-1.9	0.2	0	6
COc1ccc(-c2nc(CCNS(=O)(=O)c3ccc4c(c3)OCCO4)cs2)cc1	1	8	-3	.	-17	1.1	1711	.	-1.7	8	-11
O=C(NCc1ccccc1)Nc1cccn(Cc2ccccc2)c1=O	8	3	9	-11	-4	1	1798	-0.05	-0.5	4	-2
O=C(COC(=O)c1cccs1)NCc1ccc2c(c1)OCO2	7	0	-3	-19	-11	0.9	1594	.	0.4	2	6
O=C(NCc1ccco1)c1ccc(Cn2c(=O)c3ccccc3n(Cc3cccc(Cl)c3)c2=O)cc1	-5	1	5	.	15	0.9	1373	-0.55	0.5	-6	14
CC(=O)Nc1ccc(S(=O)(=O)Oc2ccc(N3C(=O)C4CCCCC4C3=O)cc2)cc1 (stereo not given)	5	2	-12	.	0	1	1529	-0.87	0.0	10	3
CCCCC(=O)OCc1cn(-c2ccc(Cl)cc2)nn1	2	-1	-5	.	-3	0.9	1435	.	0.6	1	12
CCCc1ccc(OCCNC(=O)CC)cc1	8	-3	-1	-14	-7	0.9	1384	1.2	0.6	-4	11
CC(=O)c1c(OC(=O)c2ccccc2)c2ccccc2n1C	8	-2	-12	.	-20	1	1626	-0.62	-4.4	0	-1
Cc1cc(C)cc(NC(=O)N2CCCC2C(=O)Nc2ccc(-n3cnnn3)c(C)c2)c1 (stereo not given)	2	3	-9	.	-5	1.1	1453	.	-2.6	9	-14
O=C(O)c1cccc(CSc2ncccn2)c1	0	3	-9	1	9	0.9	1423	-0.084	-0.2	4	5
COc1ccc(N2CCN(CC(=O)Nc3c(C)cc(C)cc3C)CC2)cc1	-2	-2	79*	-20	-12	1.1	1506	.	-0.2	0	-7
Cc1ccc(CNC(=O)C(=O)NCC2OCCN2S(=O)(=O)c2ccc3c(c2)OCCO3)cc1 (stereo not given)	14	-1	-9	-14	-6	0.9	1544	0.046	0.6	2	14
CCOC(=O)N1CCN(C(=O)C2CCN(Cc3cccc(OCc4ccccc4)c3)CC2)CC1	3	-2	-10	2	-6	1.1	1667	0.39	-0.1	2	-9
O=C1COc2cccnc2N1	10	4	-6	-22	1	0.9	1505	0.21	1.0	-3	8
O=C(/C=C/c1ncc(C(F)(F)F)cc1Cl)OCc1ccccc1	1	0	-1	.	2	0.9	1657	.	1.2	1	11
Cc1nnc(SCc2cnc(-c3ccc(C(C)C)cc3)s2)n1C	1	0	-3	2	3	0.9	1582	.	-0.7	18	7
CC(=O)NCCC(=O)Nc1ccc(C)c(F)c1	-4	-2	-6	-3	-5	1	1481	.	1.9	-3	2
CN1c2ccccc2C(C)(C)C12CC(c1ccc(Cl)c(S(=O)(=O)N3CCCC3)c1)=NO2 (stereo not given)	-1	-2	69*	-8	3	1	1559	0.69	0.5	-4	-2
COc1ccc(S(=O)(=O)Nc2cc(C(=O)NCCC(C)C)ccc2N2CCOCC2)cc1	-3	4	15	-10	5	1	1473	0.28	-0.2	6	4
CC1CCN(S(=O)(=O)c2cn(CC(=O)N3CC(C)CC(C)C3)c(=O)c3ccccc23)CC1 (stereo not given)	7	-3	6	0	-4	1	1562	-0.055	-0.6	7	2
CCOC(=O)CCC(=O)N(CCN(C(=O)CCC(=O)OCC)c1ccccc1)c1ccccc1	10	4	4	-7	-6	1	1630	0.44	-0.7	3	-4
CC(C)Nc1ncnc2ccc(Br)cc12	5	6	43	22	-13	0.6	1859	0.079	-0.1	-2	43
CN1CCC(=NNC(=O)C(=O)Nc2ccccc2)CC1	3	-4	-9	.	-4	1	1622	-0.025	-7.3	2	-5
